Compound activity deposited in PubChem BioAssay by NCI.
All columns: NCI-60 one-dose screen, growth in % after 48 h at 10 µM unless noted; 100 = growth as untreated, 0 = no growth, -100 = all killed.
MDA-MB-435 = MDA-MB-435 melanoma; hit rate 7.8% among 82,000; AID 1794794
LOX IMVI = LOX IMVI melanoma | hit rate 7.4% among 79,000 | AID 1794757
SK-MEL-28 = SK-MEL-28 melanoma; AID 1794761; hit rate 4.1% among 81,000
BT-549 = BT-549 breast cancer | hit rate 4.4% among 78,000 | AID 1794793
T-47D = T-47D breast cancer; hit rate 5% among 79,000; AID 1794792
SK-MEL-5 = SK-MEL-5 melanoma. hit rate 6.4% among 80,000
HS 578T = HS 578T breast cancer. hit rate 4.1% among 78,000
SK-MEL-2 = SK-MEL-2 melanoma; hit rate 4.7% among 77,000; AID 1794763
* = called active by the depositor; nt = no result given; & = joins results of further samples; [ ] = dose if it differs, or a comment. How the source made its calls: active means growth percent below 10; inactive means the rest. Random draw from the library. Share with any hit: about 12%.

SMILES	MDA-MB-435	LOX IMVI	SK-MEL-28	BT-549	T-47D	SK-MEL-5	HS 578T	SK-MEL-2
CCOC(=O)C1=C(C)NC(SCc2nnc(-c3ccc(C)cc3)o2)=NC1c1ccc(F)cc1 (centres undefined)	100	95	98	87	67	85	97	nt
Cc1ccc(-n2nnc(C3=NCCc4c3[nH]c3ccc(Cl)cc43)c2C)cc1	78	63	100	85	36	79	88	63
CC(C)=CCC/C(C)=C/C=N/NC(=O)C1CCC(=O)N1 (centres undefined)	102	98	109	103	103	101	102	104
C=C(CBr)[C@@H]1CC[C@]2(C(=O)OC)CC[C@]3(C)[C@H](CC[C@@H]4[C@@]5(C)CCC(=O)C(C)(C)[C@@H]5CC[C@]43C)[C@@H]12	95	93	94	100	nt	93	87	85
CCOC(=O)c1c(C)[nH]c(C)c1C=O	105	98	109	96	82	101	99	102
CC[C@H](C)[C@H](NC(=O)[C@H](CCCNC(=N)N)NC(=O)[C@H](Cc1c[nH]c2ccccc12)NC(=O)[C@@H](NC(=O)[C@H](CCCCN)NC(=O)[C@H](CCCCN)NC(=O)[C@@H](NC(=O)[C@@H](NC(=O)[C@@H](NC(=O)[C@H](CCCCN)NC(=O)[C@H](Cc1ccccc1)NC(=O)[C@H](CCCCN)NC(=O)[C@H](CCCCN)NC(=O)[C@H](Cc1ccccc1)NC(=O)[C@@H](NC(=O)[C@@H](N)CCCCN)[C@@H](C)CC)[C@@H](C)O)[C@@H](C)CC)[C@@H](C)CC)C(C)C)C(=O)N[C@@H](Cc1ccccc1)C(=O)NCC(=O)N[C@@H](CCCNC(=N)N)C(=O)N[C@@H](Cc1ccccc1)C(N)=O	-17*	-11*	-32*	32	-30*	3.6*	-21*	-37*
Cc1nn(-c2nc(-c3ccccc3)c(C#N)c(=O)n2C)c(C)c1N=Nc1ccc(C(=O)O)cc1	165	97	50	111	94	100	97	115
O=C(/C=C/c1cccc(Cl)c1Cl)Nc1ncc(Cc2ccccc2Cl)s1	-46*	45	59	77	44	46	38	45
CSc1nnc(C2=CC(=O)c3ccccc3C2=O)n1-c1ccc(Cl)cc1	97	nt	119	85	75	nt	93	nt
C=C(Cn1cc(-c2cccc(O)c2)nn1)[C@@H]1CC[C@]2(COC(C)=O)CC[C@]3(C)[C@H](CC[C@@H]4[C@@]5(C)CCCNC(C)(C)[C@@H]5CC[C@]43C)[C@@H]12	77	91	85	80	60	63	69	95
CCOC(=O)C1(CCC(=O)OCc2ccccc2)CCCCC1=O (centres undefined)	99	109	115	114	111	nt	92	132
CC(=O)c1ccc(OCc2ccccc2)c(OCc2ccccc2)c1	88	104	103	101	89	98	112	89
N#Cc1c(C(C#N)C#N)nc2sc3cc(Cl)c(Cl)cc3n2c1=N	114	96	115	120	87	97	117	97
COc1ccc(-c2nn(-c3ccccc3)cc2/C=C/C(=O)O)cc1	100	102	104	95	92	96	85	97
CCn1cc(C(=O)O)c(=O)c2cc(F)c(N3CCN(C(=O)CCO[N+](=O)[O-])CC3)cc21	100	97	103	95	90	98	102	107
COc1ccc(NS(=O)(=O)N2CCCCC2)cc1	116	100	123	104	95	97	108	99
COc1cccc(-c2nnc(-c3nc4ccccc4nc3Cl)o2)c1	100	96	111	136	80	99	97	106
CS(=O)(=O)OC1C(COC(=O)c2ccccc2)OC(n2ccc(=O)[nH]c2=O)C1O (centres undefined)	103	96	112	nt	107	100	99	109
N#CC1=C(N)Oc2c(sc3c(Br)cccc23)C1c1ccc(Cl)cc1 (centres undefined)	-23*	23	45	41	26	17	26	-2.2*
COc1ccc([N+](=O)[O-])c(O)c1C(C)=O	111	nt	109	103	97	114	119	103
CC1=CC(=O)C2(C)C(C)=C(C)C12C (centres undefined)	nt	99	98	116	95	95	106	99
O=C(O)c1ccc(N/C=C/C(=O)c2ccc(Cl)cc2)cc1	100	100	99	98	100	99	100	nt
COc1cc(-c2cc(-c3ccc(C)cc3)nc3nc(N)[nH]c(=O)c23)ccc1Oc1ccnc2cc(Cl)ccc12	85	86	88	112	70	84	91	93
CCCCC(C(C)=O)C(=O)CC (centres undefined)	109	94	106	103	84	105	99	114
COc1ccc(-c2nc(SCC(C)C)nc(N(CCO)CCO)c2C#N)cc1	100	93	111	96	91	97	88	103

Arranged by heavy-atom count (descending): part of the list above.
SMILES	MDA-MB-435	LOX IMVI	SK-MEL-28	BT-549	T-47D	SK-MEL-5	HS 578T	SK-MEL-2
C=C(Cn1cc(-c2cccc(O)c2)nn1)[C@@H]1CC[C@]2(COC(C)=O)CC[C@]3(C)[C@H](CC[C@@H]4[C@@]5(C)CCCNC(C)(C)[C@@H]5CC[C@]43C)[C@@H]12	77	91	85	80	60	63	69	95
C=C(CBr)[C@@H]1CC[C@]2(C(=O)OC)CC[C@]3(C)[C@H](CC[C@@H]4[C@@]5(C)CCC(=O)C(C)(C)[C@@H]5CC[C@]43C)[C@@H]12	95	93	94	100	nt	93	87	85
CCOC(=O)C1=C(C)NC(SCc2nnc(-c3ccc(C)cc3)o2)=NC1c1ccc(F)cc1 (centres undefined)	100	95	98	87	67	85	97	nt
CCn1cc(C(=O)O)c(=O)c2cc(F)c(N3CCN(C(=O)CCO[N+](=O)[O-])CC3)cc21	100	97	103	95	90	98	102	107

As entered above:
`C=C(CBr)[C@@H]1CC[C@]2(C(=O)OC)CC[C@]3(C)[C@H](CC[C@@H]4[C@@]5(C)CCC(=O)C(C)(C)[C@@H]5CC[C@]43C)[C@@H]12` in SK-MEL-28 shows 94
`O=C(O)c1ccc(N/C=C/C(=O)c2ccc(Cl)cc2)cc1` in HS 578T shows 100
`COc1ccc(NS(=O)(=O)N2CCCCC2)cc1` in BT-549 shows 104
`Cc1ccc(-n2nnc(C3=NCCc4c3[nH]c3ccc(Cl)cc43)c2C)cc1` in T-47D shows 36
`N#CC1=C(N)Oc2c(sc3c(Br)cccc23)C1c1ccc(Cl)cc1` (centres undefined) in BT-549 shows 41

(further entries)
SMILES	MDA-MB-435	LOX IMVI	SK-MEL-28	BT-549	T-47D	SK-MEL-5	HS 578T	SK-MEL-2
CNC(=O)c1cc(Oc2ccc3nc(Nc4cc(Cl)cc(Cl)c4)ccc3c2)ccn1	13	46	61	59	56	52	64	nt
COc1cccc(/C=C2\SC(=Nc3ccc(NC(C)=O)cc3)NC2=O)c1	116	107	115	121	111	101	120	106
O=C1CCc2c(sc3[nH]c(=S)n(-c4ccc(OC(F)(F)F)cc4)c(=O)c23)C1	55	21	43	38	20	23	37	58
COc1ccc(-c2nsc3c2NC(=O)CC3c2ccc(Cl)cc2)cc1 (centres undefined)	81	90	103	73	69	82	95	77
O=C(Oc1c(Cl)cc(Cl)cc1[N+](=O)[O-])c1ccc(Cl)cc1	116	nt	106	107	102	107	nt	126
CSc1nc(=S)cc(C(=O)O)[nH]1	109	99	109	117	104	105	100	100
CC(Br)C(OC(=O)C(Cl)(Cl)Cl)c1cc2c(cc1Br)OCO2 (centres undefined)	103	100	106	105	80	100	92	99
O=C(Nc1ccc(Cl)cc1)c1cc2cc(F)ccc2cc1O	11	18	12	1.8*	-7.0*	nt	19	6.4*
CCn1c(C)c(C(C)=O)c2c(-c3ccccc3)nc3ccccc3c21	101	101	105	120	87	96	106	100
CC(=O)Nc1c(Cl)cccc1[N+](=O)[O-]	101	102	105	111	99	100	98	nt
NS(=O)(=O)c1ccc(NC(=O)c2csc(-c3ccc([N+](=O)[O-])cc3)n2)cc1	103	100	109	104	100	100	106	98
CCCCCCNC(=O)Oc1ccc(/C(=C(\C)c2ccc(Cl)cc2)c2ccc(OCCN3CCCCC3)cc2)cc1	53	3.7*	29	64	29	25	65	86
COc1ccc2nc(NC(=O)/C(=C/c3ccc4c(c3)OCO4)c3ccc(OC)c(OC)c3)sc2c1	105	nt	118	nt	89	102	99	97
Cc1ccc(NC(=O)c2nc(S(C)=O)oc2-c2ccc(F)cc2)cc1Nc1ccc2ncn(C)c(=O)c2c1 (centres undefined)	97	47	102	77	92	90	100	nt
CCOC(=O)C1CCC(=O)C1 (centres undefined)	110	98	120	101	96	96	96	90
C#CCN[C@@H]1CCc2ccccc21	89&110	97&98	112&106	95&98	99&98	96&109	97&101	97
CC(=[N-])N1CCC[C@@H](Nc2c3ccccc3nc3ccccc23)C1.[Cl][Pt].[NH-]CCC[NH-]	82	28	2.1*	79	15	-84*	52	52
O=CCc1ccccc1	114&103	94&103	109&107	102&90	96&108	94&96	96&108	99&115
CNc1nc(N)cc(Nc2ccc(Br)cc2)n1	100	76	102	69	68	69	85	101
O=S(=O)(Oc1ccc(/C=N/NC(=S)Nc2ccccc2)cc1)C(F)(F)C(F)(F)C(F)(F)C(F)(F)C(F)(F)C(F)(F)C(F)(F)C(F)(F)F	101	101	105	114	107	97	97	109
COc1cccc(Cn2c(Oc3ccccc3)nc3c2c(=O)n(C)c(=O)n3C)c1	97	94	105	104	101	98	99	111
Cc1ccc(NC(=O)CSc2nnc(COc3cnc4ccccc4n3)o2)cc1	57	72	105	88	83	86	93	117
CCCCc1c(C)[nH]c(=S)[nH]c1=O	110&91	111&102	107&110	103&133	125&109	110&107	147&162	99&86
CCN(CC)CC(O)c1ccc2ccccc2c1 (centres undefined)	105	100	94	101	103	101	102	118
CCSc1nc(-c2cccs2)n2nc(-c3ccco3)cc2n1	111	92	113	113	43	86	108	105

Later entries:
SMILES	MDA-MB-435	LOX IMVI	SK-MEL-28	BT-549	T-47D	SK-MEL-5	HS 578T	SK-MEL-2
COC(=O)/C=C1\CCC(C(=O)NCc2ccc(Cl)cc2Cl)N1C (centres undefined)	94	98	101	98	83	103	85	110
COc1cc(C2=NN(c3ccc(S(N)(=O)=O)cc3)C(c3cc(OC)c(OC)c(OC)c3)C2)cc(OC)c1OC (centres undefined)	91	93	97	98	93	93	79	93
O=C1c2ccccc2C(=O)C1c1ccccn1	102	104	119	127	107	110	119	119
O=C(N/N=C/C=C/c1ccc([N+](=O)[O-])o1)c1cc2ccccc2cc1O	-24*	-79*	-67*	-9.9*	-65*	-100*	-4.5*	-45*
C=C1C(=O)C2CCN1CC2	94	99	96	97	98	104	101	105
O=C1C(=O)c2c(ccc3ccccc23)-c2ccccc21	-59*	-33*	3.6*	-73*	-49*	-70*	-8.8*	-69*
Cn1cc(-c2ccc3ncc(-c4ccc(CC(=O)Nc5cc(C(C)(C)C)nn5C)cc4)cc3c2)cn1	2.7*[30 µM]	-18*[30 µM]	14[30 µM]	-2.0*[30 µM]	-4.0*[30 µM]	nt	28[30 µM]	-9.2*[30 µM]
CCCC(=O)Nc1ccc(NS(C)(=O)=O)cc1OC	100	108	104	108	103	101	104	97
Cn1c(SCC(=O)Nc2ccc(-c3nc4ccccc4[nH]3)cc2)nc2ccccc2c1=O	99	nt	92	105	82	87	101	103
COc1ccc(Cc2nnc3sc(-c4ccc(OC)cc4)nn23)cc1	103	90	108	105	97	100	99	109
C/C(=N\Nc1ccc(S(N)(=O)=O)cc1)c1cc2cc(Br)ccc2oc1=O	99	102	94	91	90	95	91	106
Cc1ccc(Sc2oc(-c3ccc(C)cc3)nc2C(=O)O)cc1	110	97	109	95	93	103	102	106
COc1cc(C2C=C(c3cccc(NC(C)=O)c3)Nc3ncnn32)cc(OC)c1OC (centres undefined)	-48*	42	52	0.0*	65	22	19	65
Fc1ccc(N(c2nc(Cl)nc(Cl)n2)c2nc(Cl)nc(Cl)n2)cc1	105	98	102	nt	93	102	109	nt
COc1ccc2c(c1)c(-c1nc(N)nnc1-c1cn(C)c3ccc(Br)cc13)cn2C	102	100	107	108	86	100	105	109
Cc1ccc(/C=C/C(=O)c2ccc(NC(=O)CSc3nnc(-c4c[nH]c5ccccc45)n3-c3ccccc3)cc2)c(C)c1	50	13	81	53	37	88	68	88
COc1ccc(/C=N/Nc2ncnc3c2c(C)nn3-c2ccc(Cl)cc2)cc1	117	99	112	106	101	106	99	99
COc1cc(/C=C2\CC/C(=C\c3cc(CN4CCCCC4)c(O)c(OC)c3)C2=O)cc(CN2CCCCC2)c1O	112	89	125	109	108	105	110	126

Among those listed so far, these have a furan ring, fused or not:
SMILES	MDA-MB-435	LOX IMVI	SK-MEL-28	BT-549	T-47D	SK-MEL-5	HS 578T	SK-MEL-2
CCSc1nc(-c2cccs2)n2nc(-c3ccco3)cc2n1	111	92	113	113	43	86	108	105
O=C(N/N=C/C=C/c1ccc([N+](=O)[O-])o1)c1cc2ccccc2cc1O	-24*	-79*	-67*	-9.9*	-65*	-100*	-4.5*	-45*
